Screening data deposited in PubChem by several laboratories.
PLAP act: activators of human placental alkaline phosphatase; purified PLAP enzyme, luminescent substrate read-out; active compounds read high; activation fold at 20 µM; 96,000 tested, 1.2% active; AID 696; in the data active = activation fold above about 2
CD11b adhes inh: inhibitors of human CD11b/CD18 binding to fibrinogen; K562 CD11b/CD18 adhesion to fibrinogen, ATPlite luminescence; Mn2+ added to activate the integrin; inhibition, % at 10 µM; 93,000 tested, 0.54% active; AID 1497;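 active = primary inhibition of 50% or more at 10 µM, then 40% or more on retest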; note: some results filed as inactive read as strong as hits
Target sequence (P05107 whole entry, looked up, other chains not shown): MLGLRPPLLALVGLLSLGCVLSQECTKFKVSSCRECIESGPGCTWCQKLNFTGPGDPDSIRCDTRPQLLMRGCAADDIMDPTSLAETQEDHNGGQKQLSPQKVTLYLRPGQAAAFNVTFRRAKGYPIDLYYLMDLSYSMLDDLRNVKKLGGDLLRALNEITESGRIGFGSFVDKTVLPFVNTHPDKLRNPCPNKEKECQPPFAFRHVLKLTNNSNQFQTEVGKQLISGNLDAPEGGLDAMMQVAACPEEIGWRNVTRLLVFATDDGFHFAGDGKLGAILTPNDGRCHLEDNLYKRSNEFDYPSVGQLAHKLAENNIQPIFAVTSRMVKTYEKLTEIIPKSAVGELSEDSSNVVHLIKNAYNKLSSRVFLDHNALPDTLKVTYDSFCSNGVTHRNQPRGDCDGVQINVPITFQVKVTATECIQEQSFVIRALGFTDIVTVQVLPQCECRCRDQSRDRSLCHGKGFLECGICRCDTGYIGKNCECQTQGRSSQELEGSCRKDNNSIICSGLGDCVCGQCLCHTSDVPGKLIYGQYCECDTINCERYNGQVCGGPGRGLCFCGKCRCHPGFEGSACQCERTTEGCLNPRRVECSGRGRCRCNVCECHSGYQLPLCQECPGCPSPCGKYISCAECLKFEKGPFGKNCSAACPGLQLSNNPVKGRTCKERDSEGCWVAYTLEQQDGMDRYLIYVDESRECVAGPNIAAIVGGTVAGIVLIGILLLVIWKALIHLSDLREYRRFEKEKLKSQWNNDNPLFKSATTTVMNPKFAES
Ecoli WT expand: growth inhibitors of E. coli BW25113 wild type | OD600 absorbance | growth inhibition, % at 100 µM | 98,000 tested, 0.15% active;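 active = growth inhibition above about 50% at one test dose, limit read from the data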;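 note: growth measured after 20 h incubation at 37 °C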
S1P2 blocker: S1P2 (human) receptor antagonism; 97,000 tested, 0.21% active; cell-based S1P2 antagonist assay, inhibition at 5 uM; inhibition, % at 5 µM; in the data active = inhibition above about 45%;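 note: CRE beta-lactamase reporter cells expressing human S1P2 stimulated with S1P; 0% = agonist at EC80 alone and 100% = agonist plus reference antagonist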
Target sequence (O95136 whole entry, looked up): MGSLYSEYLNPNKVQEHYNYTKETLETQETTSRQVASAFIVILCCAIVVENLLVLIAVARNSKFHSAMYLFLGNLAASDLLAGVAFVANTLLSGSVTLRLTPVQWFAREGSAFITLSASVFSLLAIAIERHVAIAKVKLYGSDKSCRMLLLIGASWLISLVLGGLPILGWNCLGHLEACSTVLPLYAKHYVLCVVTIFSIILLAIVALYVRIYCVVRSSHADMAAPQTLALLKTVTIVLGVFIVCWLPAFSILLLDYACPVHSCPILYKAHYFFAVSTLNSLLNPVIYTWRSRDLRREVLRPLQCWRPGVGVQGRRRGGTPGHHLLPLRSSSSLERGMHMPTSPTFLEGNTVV
PostGolgi ctrl: yeast control strain growth, post-Golgi counter-screen | efflux-deficient yeast background strain, growth absorbance A615, 16 h | inhibition, % at 10 µM | 98,000 tested, 5% active | AID 738
S1P2 ag: S1P2 (human) receptor agonism; S1P2-expressing cell line, agonist reporter read-out; activation, % at 4.5 µM; 97,000 tested, 0.46% active; AID 729; O95136; in the data active = activation above about 16%;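 note: 0% = vehicle low control and 100% = maximal reference agonist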
PostGolgi yeast: growth inhibition of a yeast mutant, post-Golgi transport screen. post-Golgi transport phenotypic cell assay. inhibition, % at 10 µM. 98,000 tested, 0.9% active. AID 739;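 note: yeast cells grown in 1536-well plates; yeast grown about 18 h at 30C before absorbance read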
sEH inh: blocks human soluble epoxide hydrolase activity. P34913. recombinant human sEH enzymatic activity assay. inhibition, % at 2 µM. 91,000 tested, 0.34% active; in the data active = inhibition above about 80%; note: values of inactives mirror those of a sister screen read the other way; many of its hits are not listed in these tables
sEH act: activators of human soluble epoxide hydrolase | purified human sEH enzymatic activity, activator screen | activation, % at 2 µM | 91,000 tested, 0.04% active | AID 717; in the data active = activation above about 37%; note: values of inactives mirror those of a sister screen read the other way
* marks the source's active call; other numbers are inactive results; nt = not tested or not shown. Cut-off read from the data, not from the text of the source, unless noted: active = inhibition above about 30%; inactive = the rest.

SMILES	PLAP act	CD11b adhes inh	Ecoli WT expand	S1P2 blocker	PostGolgi ctrl	S1P2 ag	PostGolgi yeast	sEH inh	sEH act
O=C(c1noc2c1CCc1ccccc1-2)N1CCCc2ccccc21	0.9	21	-10	-3	23	-2	8	nt	nt
COc1ccc(-n2c(SCC(=O)Nc3nc(C)cs3)nnc2-c2ccoc2C)cc1	nt	nt	nt	-16	nt	-3	nt	-2	6
COc1ccccc1-n1c(SCC(=O)Nc2ccc(C)cc2)nc(O)cc1=O	1.5	-26	2	8	4	-5	0	-2	4
COC(=O)c1cccc(N(C(=O)c2cnccn2)C(C(=O)NCc2ccccc2)c2ccco2)c1 (stereo not drawn)	1.6	-8	-13	17	7	-1	-4	6	-7
O=C(O)c1cccc(NS(=O)(=O)c2cccc3cccnc23)c1	0.9	-12	-8	7	7	-5	-8	9	-8
CCc1nc(SCC(=O)Nc2ccnc3ccccc23)n[nH]1	1.2	13	12	15	-8	-3	-8	2	-2
CCOC(=O)C1C(=O)CC(C)(O)C(C(=O)OCC)C1c1ccc(Br)o1 (stereo not drawn)	1.6	7	-2	13	1	-8	-8	-1	2
COc1ccc(C(=O)N=c2nc3ccccn3s2)cc1	0.8	49	-9	nt	10	nt	-5	nt	nt
CCCc1cc(C(=O)Nc2nnc(C)s2)cs1	1.1	-12	-4	nt	2	nt	-6	nt	nt
Cc1cc(C)n2nc(C(=O)Nc3ccc4c(c3)OCO4)cc2n1	0.8	-5	-8	22	-1	1	-2	1	-2
CCOc1ccccc1N(CC(=O)NC(C)(C)C)C(=O)c1ccc(CN2CCOCC2)o1	1.4	-5	-13	5	17	-11	-4	-7	8
CSc1nc(C)c(CCOCc2ccccc2)c(=O)[nH]1	1.1	-10	1	9	5	-1	7	nt	nt
COCCn1nnnc1C(c1ccc(OC)c(OC)c1)N1CCN(c2nc3ccccc3s2)CC1 (stereo not drawn)	1.6	20	nt	11	nt	-6	nt	9	-10
CCOC(=O)c1ccc(NC(=O)CSCc2ccco2)cc1	1.2	nt	6	-8	-11	-4	0	-17	20
CCOC(=O)c1c(C)c(C(=O)NC2CCCCCC2)c(C)n1C	0.9	-9	-6	nt	8	nt	3	nt	nt
Cn1c(SCc2nc3ccccc3[nH]2)nnc1-c1ccccn1	1.6	-9	-1	0	3	-3	-1	-1	-1
Cc1cc(C)nc(NC(=O)CSc2nn(C)c(=S)s2)n1	1.1	-17	9	22	-5	-4	40*	9	-10
NC(=O)CCNC(=O)c1ccc(Cl)cc1	0.9	4	-2	25	2	44*	-5	-2	6
COc1cc(S(=O)(=O)N2CCOCC2)ccc1NC(=O)c1cc2c(s1)CCC2	1.6	-9	-10	nt	23	nt	-27	nt	nt
CC1=Nn2c(nnc2C2CCCCC2)SC1	1	8	0	6	17	-1	-17	0	-1
CCOC(=O)CN1C=C(c2ccc3ccccc3n2)C(C[N+](=O)[O-])c2ccccc21 (stereo not drawn)	1.5	-46	8	-27	6	0	6	-21	16
COc1ccc(/C(N)=N/OC(=O)c2cccc([N+](=O)[O-])c2)cc1	1	-16	4	-20	-7	-5	8	-8	6
COC(=O)c1ccccc1NC(=O)CN(Cc1ccccc1)S(C)(=O)=O	1	-16	-2	-15	13	-2	-3	-33	30
CCn1cc(/C=N\NC(=O)c2csc3ccccc23)c(C)n1	1.3	58	-5	1	3	-7	-3	57	-56
CC1(c2ccc(Cl)cc2)NC(=O)N(CC(=O)N2CCCC2)C1=O (stereo not drawn)	1.1	-3	14	17	-2	-4	-5	-4	4

Reprinted at random: 6 entries already listed, in no set order.
SMILES	PLAP act	CD11b adhes inh	Ecoli WT expand	S1P2 blocker	PostGolgi ctrl	S1P2 ag	PostGolgi yeast	sEH inh	sEH act
CCOC(=O)c1ccc(NC(=O)CSCc2ccco2)cc1	1.2	nt	6	-8	-11	-4	0	-17	20
CCOC(=O)CN1C=C(c2ccc3ccccc3n2)C(C[N+](=O)[O-])c2ccccc21 (stereo not drawn)	1.5	-46	8	-27	6	0	6	-21	16
COC(=O)c1cccc(N(C(=O)c2cnccn2)C(C(=O)NCc2ccccc2)c2ccco2)c1 (stereo not drawn)	1.6	-8	-13	17	7	-1	-4	6	-7
CCCc1cc(C(=O)Nc2nnc(C)s2)cs1	1.1	-12	-4	nt	2	nt	-6	nt	nt
O=C(O)c1cccc(NS(=O)(=O)c2cccc3cccnc23)c1	0.9	-12	-8	7	7	-5	-8	9	-8
Cc1cc(C)nc(NC(=O)CSc2nn(C)c(=S)s2)n1	1.1	-17	9	22	-5	-4	40*	9	-10

Next section
SMILES	PLAP act	CD11b adhes inh	Ecoli WT expand	S1P2 blocker	PostGolgi ctrl	S1P2 ag	PostGolgi yeast	sEH inh	sEH act
CCn1c(SCC(=O)NCc2ccc(C)cc2)nnc1-c1ccncc1	0.8	6	0	10	7	-1	16	1	-1
COc1ccc(-c2noc(CSc3ccc(C)cc3)n2)cc1	1	-12	8	8	5	-4	2	8	-8
Cc1nn(Cc2ccc(Br)cc2)c(C)c1NC(=O)c1nn(C)cc1Cl	1.3	5	-6	12	5	-1	-10	0	0
Cc1ccc2c(c1)CC1(CN2C)C(=O)OC2(CCCCC2)OC1=O	0.9	12	-5	-5	4	-2	6	-5	9
COc1cccc(C2C(C#N)=C(N)Oc3cc(C)n(Cc4ccco4)c(=O)c32)c1 (stereo not drawn)	1	4	-12	-3	20	-12	-8	31	-30
Cc1ccc2cc(CN(C(=O)c3ccco3)c3ccccc3)c(=O)[nH]c2c1	1	7	-10	-11	24	0	0	nt	nt
O=C1c2ccccc2-c2cccc(NS(=O)(=O)c3ccc(C(F)(F)F)cc3)c21	1.3	104	-6	-4	0	-2	6	-1	3
COC(=O)c1ccc(C(=O)OC)c(NC(=O)Nc2ccc3c(c2)OCO3)c1	1	-9	-5	1	4	-3	21	4	-2
c1nc(NCC2(N3CCOCC3)CCCCC2)c2ccsc2n1	nt	nt	-5	-16	-3	-4	-5	4	0
CCCCN(C)C(=O)CCCc1c[nH]c2ccccc12	nt	nt	nt	14	nt	-5	nt	-2	2
Cc1cccc(NC(=O)CSc2nnc(-c3cnccn3)n2Cc2ccco2)c1	0.8	nt	-7	7	2	-7	-5	21	-21
O=C(Cc1ccccc1)NC1CCS(=O)(=O)C1 (stereo not drawn)	nt	nt	nt	-32	nt	0	nt	4	-1
CCCNC(=O)c1n[nH]c(=O)c2ccccc12	1.1	14	2	9	21	-6	19	10	-6
c1nnn(C23CC4CC(CC(C4)C2)C3)n1	1	-20	2	-24	8	0	2	-5	5
CCc1nc(N[C@H](C(=O)O)C(C)CC)c2oc3ccccc3c2n1 (stereo partly drawn)	1	nt	3	6	14	-10	4	-8	12
CC(C)Oc1ccc(CNC(=O)CC(c2ccccc2)c2cc(Cl)ccc2O)cc1 (stereo not drawn)	1.3	nt	-7	0	24	-9	1	3	0
COc1ccc(-c2cc(C(F)(F)F)n3ncc(C(=O)O)c3n2)cc1OC	0.9	2	3	20	-6	-7	3	2	-1
Cc1onc(-c2c(Cl)cccc2Cl)c1C(=O)NCc1ccco1	1	-5	0	-5	3	0	-7	nt	nt
NS(=O)(=O)c1ccc(CCNC(=O)C2CCN(S(=O)(=O)c3cnc[nH]3)CC2)cc1	1.1	-5	-10	-3	-4	-3	4	4	-6
O=C(c1ccco1)N1CCN(C(c2ccccc2)c2nnnn2Cc2cccs2)CC1 (stereo not drawn)	1.5	12	4	21	28	-8	-2	-5	2
Cc1cc(C)nc(NC2=NCC(=O)N2c2ccccc2Br)n1	nt	nt	6	-3	4	-3	3	-3	3
CCOC(=O)C1=C(CC)OC(N)=C(C#N)C1c1cccs1 (stereo not drawn)	0.9	-11	-8	16	0	-8	-6	5	-3
COc1cc(S(=O)(=O)NCCc2ccc3c(c2)OCO3)ccc1-n1cnnn1	1.5	14	2	2	3	-1	2	11	-11
CCN(CC)CCCNC1CCS(=O)(=O)C1 (stereo not drawn)	0.8	6	1	-10	5	-1	1	7	-10
COc1ccc2c(C(=O)CN3CCN(CCO)CC3)c[nH]c2c1	1.1	-7	8	-8	-5	-7	7	nt	nt
(next part)
SMILES	PLAP act	CD11b adhes inh	Ecoli WT expand	S1P2 blocker	PostGolgi ctrl	S1P2 ag	PostGolgi yeast	sEH inh	sEH act
CC1CCCC(N2C(=O)NC(NC(=O)c3ccco3)(C(F)(F)F)C2=O)C1C (stereo not drawn)	1.1	-6	-9	10	7	-4	4	-17	17
Cc1cc(S(=O)(=O)NCCc2ccccc2)c(C)s1	0.9	-12	7	16	13	-3	-3	nt	nt
CCCCCCc1nnc(NC(=O)OCC)s1	1.2	-2	3	0	20	1	6	3	-3
CC1(C)Cc2ccccc2-c2c1c(=O)n(-c1ccccc1)c1nnnn21	nt	nt	nt	-12	nt	0	nt	0	0
CCC(CC)C(=O)Nc1cc(C)c2c(=O)oc3ccccc3c2n1	1.2	-8	-3	nt	34*	nt	29	8	-4
O=C(Cc1ccccc1)n1nc(-c2ccccc2)nc1NCc1ccco1	1	-13	2	-3	3	-4	-1	13	-14
COCCCNC(=O)C1C2C=CC3(CN(Cc4ccc(C)cc4)C(=O)C13)O2 (stereo not drawn)	1.2	nt	3	13	33*	-4	-7	7	-7
COc1ccc2c(=O)c(C(=O)NCCc3ccc(OC)c(OC)c3)c[nH]c2c1	1.6	-7	-2	-5	-2	-1	10	9	-8
Cc1cc(Nc2ccccc2)nc(N2CCOCC2)n1	1	-9	3	-14	5	-3	5	-8	9
C=C(C)c1cccc(C(C)(C)NC(=O)N2CCN(c3ccccn3)CC2)c1	0.9	0	6	-2	29	-1	-12	nt	nt
Cc1ccc(S(=O)(=O)c2c(N)n(CCCO)c3nc4ccccc4nc23)cc1	1.6	-1	2	-15	-6	0	-5	1	2
COc1cc(Cl)c(C)cc1NC(=O)CSc1ccc(C)cc1	0.9	nt	-3	-4	1	-2	0	-1	3
COC(=O)c1cc2n(n1)CCN(Cc1ccccc1Cl)C2=O	1	3	2	-1	3	-3	-3	-4	5
CC(CC1C(C#N)=C(N)OC2=C1C(=O)CCC2)c1ccccc1 (stereo not drawn)	1.3	-28	12	3	-5	-7	2	8	-9
CCCc1cc(=O)oc2c(C)c(O)c(CN3CCCCC3)cc12	1.6	-20	5	10	-3	-1	2	-1	0
COc1ccc(-c2ccnc(-c3ccc(OCCCF)cc3)n2)cc1	1	18	-1	-4	-3	-11	-3	-16	19
CCCOc1ccc(C(=O)NCCC(=O)NCCCC(=O)OCC)cc1	1.6	-7	-2	-1	-5	-6	0	-9	11
Cc1nc(NC(=O)C2CC2)sc1C(=O)N(C)C	nt	nt	nt	6	nt	-1	nt	-10	11
COc1cc(OC)c(OC)cc1CN1CCc2ccccc2C1	1	-18	-6	-23	0	-4	1	-21	16
NC(=O)c1ccc(NC(=O)CSC2=Nc3ccccc3C3CC=NN23)cc1 (stereo not drawn)	1.1	6	1	-13	-5	-1	4	-4	6
CCOC(=O)C1CCCN(C(=O)CN2C(=O)COc3ccc(C(C)(C)C)cc32)C1 (stereo not drawn)	1.4	1	-7	-17	18	-3	5	nt	nt
O=C(NC1CCCCC1)C(c1ccc2ncccc2c1)N(Cc1cccs1)C(=O)c1cccs1 (stereo not drawn)	1.6	nt	-13	12	1	-6	25	-15	13
COc1cc2c(cc1NC(=O)c1ccco1)CCCC2	1.3	3	4	-6	8	-8	-15	6	-5
COCCNC(=O)c1ccc(CS(=O)(=O)c2ccc(OC)cc2)o1	nt	nt	1	14	4	-2	3	-6	6
Cc1cc(=O)[nH]c(SCC(=O)Nc2ccc(Cl)cn2)n1	1	-33	-8	4	-1	-4	-2	5	-6
Other structures:
SMILES	PLAP act	CD11b adhes inh	Ecoli WT expand	S1P2 blocker	PostGolgi ctrl	S1P2 ag	PostGolgi yeast	sEH inh	sEH act
CC1CCN(CC(=O)n2c3c(c4ccccc42)CCCC3)CC1	1.3	1	14	-19	-2	-5	8	5	-2
Cc1ccc(C(=O)CC(C(=O)O)n2ccc(C)n2)cc1 (stereo not drawn)	0.9	-2	2	15	2	-1	4	3	-5
Cc1ccc(OCCn2cc(C(=S)N3CCCC3)c3ccccc32)cc1C	1.2	-16	-16	4	31*	-6	-6	-1	4
Cn1cc(Cl)c(C(=O)N2CCN(c3ncccn3)CC2)n1	nt	nt	-8	12	27	-6	8	9	-6
Cn1c(/C(C#N)=C(\O)c2ccc(S(=O)(=O)N3CCCCC3)cc2)nc2ccccc21	1.3	-10	-1	23	0	-3	2	1	-3
O=C(Nc1ccccc1N1CCOCC1)c1cccs1	nt	nt	nt	-2	nt	-5	nt	-8	6
O=C(CSc1ncn[nH]1)Nc1nc(-c2ccccc2)ns1	1.6	4	12	-35	-6	-1	0	-2	5
Cc1cc(C)n2c(SCC(=O)NCc3ccco3)nnc2n1	1	2	6	-1	0	1	26	0	0
